# Giardia kill – Giardia lamblia killing; Giardia lamblia trophozoite viability; activity change, % at 7.66 µM, hits read low; 340,000 tested, 0.15% active; in the data active = activity change below about -80%; inconclusive = between about -30% and that limit;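 also: parasites exposed to compound for two days anaerobically before the ATP read; % is scaled to controls: 0 for no effect and ±100 for the full control effect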
#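 Giardia lamblia trophozoites (100 cells/well) were incubated with compounds for 48 h at 37 deg C under anaerobic conditions. Viability was read as ATP content by one-step luminescence after 15-30 min at room temperature.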
# Gal4-VP16 FLuc – counter-screen for ROR gamma inhibitors: Gal4-VP16 reporter; Potency, µM (top dose mostly 53.6 µM), for inactives: top-dose activity, negative = inhibition, usual class: inhibitors; 310,000 tested, 3.5% active; Drosophila S2 Gal4-VP16 UAS-luciferase, luminescence, 20 h; AID 2546;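 also: Gal4-VP16 expression switched on by copper sulfate through the metallothionein promoter; potency is read from the fitted curve at half-maximal effect; % is scaled to controls: 0 for no effect and ±100 for the full control effect; nearly all actives have a fitted effect of over 50% in size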
# Rab9 prom act – activators of Rab9 promoter; Huh7 Rab9 promoter-luciferase reporter, luminescence, 24 h; 320,000 tested, 2.8% active; Potency, µM (top dose mostly 9.22 µM), for inactives: at the top dose activation, negative = inhibition, most hits filed as activators; also: potency is read from the fitted curve at half-maximal effect; % of control where 0% means no effect; nearly all actives have a fitted effect of over 60% in size
#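 Stable Rab9-luc Huh7, 1500 cells/well, 2 h settle; cmpd in DMSO, 24 h, 37 °C/5% CO2; luciferase reagent 10 min RT; luminescence.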
# RORg inh – ROR gamma (mouse) transcription inhibition; Potency, µM (titrated, usually from 53.6 µM), inactives show top-dose activity change, negative = inhibition, actives largely listed as inhibitors; Drosophila S2 Gal4-RORgamma UAS-luciferase reporter, 20 h; P51450; 310,000 tested, 5.4% active; AID 2551; also: potency is read from the fitted curve at half-maximal effect; % is scaled to controls: 0 for no effect and ±100 for the full control effect; nearly all actives have a fitted effect of over 60% in size
# Target sequence (P51450 whole entry, looked up, the tested form may be a part): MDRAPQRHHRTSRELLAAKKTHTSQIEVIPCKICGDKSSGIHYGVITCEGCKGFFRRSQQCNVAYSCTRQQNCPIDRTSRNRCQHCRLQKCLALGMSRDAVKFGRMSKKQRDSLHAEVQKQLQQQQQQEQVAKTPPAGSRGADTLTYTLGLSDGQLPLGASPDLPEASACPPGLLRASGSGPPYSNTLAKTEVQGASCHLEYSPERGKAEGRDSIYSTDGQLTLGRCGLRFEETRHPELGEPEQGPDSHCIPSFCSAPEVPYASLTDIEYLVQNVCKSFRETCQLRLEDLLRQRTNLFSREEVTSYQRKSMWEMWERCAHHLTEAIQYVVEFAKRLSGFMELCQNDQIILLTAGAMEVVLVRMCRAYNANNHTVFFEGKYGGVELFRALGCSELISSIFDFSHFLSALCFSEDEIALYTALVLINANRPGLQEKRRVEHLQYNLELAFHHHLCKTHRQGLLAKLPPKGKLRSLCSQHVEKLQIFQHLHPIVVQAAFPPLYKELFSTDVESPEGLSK
#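 Schneider cells (Drosophila), stable Gal4 DBD–ROR gamma + UAS-luc; 1 hr cmpd preincubation; Cu2+ induction 700 uM final; 20 hr ambient; luminescence.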
# Menin MLL FP TR – inhibitors of human menin-MLL interaction, mutant MLL peptide. Menin + Texas Red MLL mutant peptide, fluorescence polarization. 270,000 tested, 0.23% active. AID 1768. O00255. Potency, µM (titrated, usually from 61.6 µM), without a hit: at the highest dose FP activity change, negative = inhibition, most hits filed as inhibitors; active = well fitted inhibition curve with a large enough effect in the polarisation, with a control signal flat, not every such curve was filed as active; inconclusive = small, poorly fitted or top-dose-only effect, or effect the other way, or a change in a side signal; inactive = no such curve, though single readings can be large or run the other way; the % refers to the polarisation; also: potency is read from the fitted curve at half-maximal effect; % of control where 0% means no effect; many of its hits are not listed in these tables
# NPC1 prom act – activates the NPC1 promoter; Huh7 NPC1 promoter luciferase reporter, 24 h; 320,000 tested, 2.4% active; Potency, µM (top dose mostly 9.22 µM), without a hit: at the top dose activation, usual class: activators;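 also: potency is read from the fitted curve at half-maximal effect; % of control where 0% means no effect; nearly all actives have a fitted effect of over 60% in size; reporter is driven by a mutant NPC1 promoter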
#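 Huh7 reporter cells (NPC1 promoter driving luciferase) are dosed with compound for 24 h at 37 °C, 5% CO2; luciferase detection reagent is then added and luminescence measured after 10 min at ambient temperature.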
# p53 reactivator – re-activators of mutant p53 | 320,000 tested, 0.063% active | Potency, µM (highest dose often 92.2 µM), for inactives: at the top dose activity change, positive = activation, usual class: activators | H1299 p53-A138V BP100-luciferase reporter, luminescence, 24 h; also: potency is read from the fitted curve at half-maximal effect; % of control where 0% means no effect; nearly all actives have a fitted effect of over 45% in size
#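 p53-null H1299 cells stably carrying temperature-sensitive p53-A138V and a BP100-luciferase reporter were pinned with compounds (4-point, 1:5 series) and held 24 hrs at 37 deg C. Luminescence was read 10 min after detection reagent.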
# PKM2 activator – activators of human pyruvate kinase M2. Potency, µM (doses to about 57.5 µM), for inactives: top-dose activation, most hits filed as activators. P14618. purified PKM2, Kinase-Glo ATP luminescence, activation; response scale: 0% is enzyme alone, no compound. AID 1631. 260,000 tested, 0.34% active; also: potency is read from the fitted curve at half-maximal effect; % is scaled to controls: 0 for no effect and ±100 for the full control effect; nearly all actives have a fitted effect of over 55% in size
#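 Purified hPK-M2 (>95%) run at intermediate activity with 0.1 mM ADP and 0.5 mM PEP in 50 mM imidazole pH 7.2, KCl, MgCl2; 1 h room temperature. ATP formed read by Kinase-Glo luminescence; normalized to uninhibited and no-enzyme controls.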
# BRCA1 expr up – activators of BRCA1 expression; Potency, µM (doses to about 46.1 µM), inactives show at the top dose activation, most hits filed as activators; MCF7-BRCA1-FFLuc reporter, luminescence, 48 h; response scale: scaled: vehicle 0%, 10 µM genistein 100%; 380,000 tested, 1.1% active; also: potency is read from the fitted curve at half-maximal effect; nearly all actives have a fitted effect of over 80% in size; some results filed as inactive show a strong effect at the top dose
#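 MCF7 cells carrying a BRCA1-firefly luciferase reporter (2000 cells/well, phenol-red free MEM) were attached for 2 h at 37 °C, then given compounds for 48 h. Luminescence was read 15 min after luciferase reagent; activity normalized to genistein (10 microM) and DMSO.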
# ELG1 genotox – induces genotoxicity in HEK293T cells with luciferase-tagged ELG1 | HEK293T ELG1-luciferase reporter, luminescence, 16 h | Potency, µM (titrated, usually from 46 µM), for the others: at the highest dose activity change, positive = activation, hits mostly activators | 330,000 tested, 1.3% active | AID 504466; also: potency is read from the fitted curve at half-maximal effect; % of control where 0% means no effect; nearly all actives have a fitted effect of over 60% in size
#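 HEK293T cells expressing luciferase-tagged ELG1 were exposed to compound or DMSO vehicle for 16 hr at 37 °C and 5% CO2. Luciferase activity was then measured with ONE-Glo after 30 min at room temperature.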
# FLuc counter – firefly luciferase modulation, counter-screen for miR-21 project. P08659. purified FLuc, Km substrates, luminescence inhibition. Potency, µM (series often up to 57.5 µM), for the others: at the highest dose activity change, negative = inhibition, most hits filed as inhibitors. 360,000 tested, 6.9% active. AID 588342;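 also: potency is read from the fitted curve at half-maximal effect; plate controls were vehicle for no effect and reference inhibitor for full effect; nearly all actives have a fitted effect of over 55% in size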
#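 Purified P. pyralis luciferase, 10 nM final, with Km-level 10 uM D-luciferin and 10 uM ATP in 50 mM Tris acetate pH 7.5, 10 mM Mg acetate, 0.01% Tween-20, 0.05% BSA; 6-point qHTS titration about 60 µM downward; luminescence read.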
# * = called active by the depositor; ? = inconclusive; . = no result given; [ ] = remark or other dose. Unless noted, calls follow the shape of the dose curve; as a rule, active = well fitted curve in the direction sought with a large enough effect; inconclusive = small, poorly fitted or top-dose-only effect, or another doubt; inactive = no such curve, though single readings can be large; an effect the other way counts as inactive or inconclusive. An excerpt; rates above refer to the full screens.
SMILES,Giardia kill,Gal4-VP16 FLuc,Rab9 prom act,RORg inh,Menin MLL FP TR,NPC1 prom act,p53 reactivator,PKM2 activator,BRCA1 expr up,ELG1 genotox,FLuc counter
O=C(CCC(=O)NC1CCCCC1)NCc1ccc(F)cc1,-8,-3%,5%,?,-13%,8%,0%,-9%[11.5 µM],-12%,1%,2%
COCC(=O)N1CCC(Oc2ccc(C(=O)N(C)Cc3nccs3)cc2)CC1,-10,10%,-1%,3%,.,-2%,5%,0%,-1%,-1%,0%
CN(Cc1cn(C)nc1-c1ccc(Oc2ccccc2)cc1)CC1COCCO1 (configuration not stated),-6,-15%,-3%,-4%,-3%,0%,0%,-18%,4%,0%,-2%
CS(=O)(=O)N(CC(=O)NCCSCc1c(F)cccc1Cl)c1cccc([N+](=O)[O-])c1,3,-2%[10 µM],-5%,29%,8%,-7%,-10%,2%,-10%,-7%,0%
O=C(c1ccc(F)cc1)C1CCN(C(=S)Nc2ccccc2Cl)CC1,-4,-10%,-2%,2%,8%,-9%,3%,6%,-11%,-3%,7%
Cc1ccc(C(C)C)c(OCc2nn(CC(=O)c3ccc(OC(F)F)cc3)c3[n+]2CCCCC3)c1,-3,2%,-4%,20%,7%,0%,-11%,-4%,-80%,-23%,1%
CCC1=Nc2cc(C(=O)NCCCN3CCOCC3)ccc2Sc2ccccc21,20,-9%,0%,-2%,7%,-2%,8%,-3%[0.46 µM],-11%,0%,1%
CCC(C)(C)NC(=O)CN(C(=O)C(=O)Nc1ccc2c(c1)OCCO2)N1CCOCC1,5,-4%,-4%,-11%,-10%,0%,1%,0%,-18%,3%,2%
O=C(NCC(=O)N1CCCCCCC1)c1ccco1,2,.,?,.,.,22%,?,.,65%,?,?
O=C(CN(Cc1ccco1)C(=O)c1cc(=O)[nH]c2ccccc12)Nc1ccccc1C(F)(F)F,-4,8%,-7%,14%,-10%,0%,-21%,1%,2%,-1%,2%
Cc1ccc(C(=O)c2cc([N+](=O)[O-])ccc2N2CCN(C)CC2)cc1,-28,-2%,-15%,2%,2%,-25%,-1%,2%,-66%,1%,0%
O=C(NCCc1ccccc1)C1CCCN1C(=O)Nc1cccc(Cl)c1 (configuration not stated),-9,-5%,-2%,2%,1%,-3%,-1%,0%,1%,3%,0%
Cc1ccc2c(c1)C(c1ccncc1)=NNC(c1cccnc1)=N2,-10,7%,-2%,0%,5%,-4%,3%,-3%,-18%,-1%,0%
CC(=O)c1ccc(Oc2cc(-c3ccccc3)nc(-c3ccccc3)n2)cc1,-17,-2%,-5%,17%,5%,-8%,-9%,2%,-22%,1%,1%
CC/C=C(/NC(C)=O)c1ccccc1,-1,.,-9%,.,.,1%,6%,.,-1%,1%,4%
COc1ccc(CNC(=O)c2n[nH]c3ccccc23)cc1OC,-11,0%,2%,18%,3%,-1%,-1%,.,2%,0%,-1%
CC(NC(=O)C(C)N1CCN(S(=O)(=O)c2ccccc2)CC1)c1ccccc1 (configuration not stated),-29,.,1%,.,.,0%,-1%,.,6%,0%,.
CC1Cc2ccccc2N1CC(=O)NC(=O)NCc1ccco1 (configuration not stated),-16,2%,-5%,-1%,?,-2%,-3%,2%,-1%,6%,-2%
Cc1[nH]cnc1CSCc1ccc(Cl)cc1,3,?,4%,?,-12%,-2%,?,4%,0%,-1%,?
CC1=CC2=NC(=O)CC(C)(C(=O)N(CC(=O)NC3CCCC3)c3ccccc3F)N2C=C1 (configuration not stated),1,-19%,4%,1%,14%,-4%,-3%,-1%,10%,11%,2%
O=C(CN1C(=O)/C(=C2\SC(=S)N(CCS(=O)(=O)O)C2=O)c2ccccc21)Nc1cccc(Br)c1,37[activator],-4%,-2%,-24%,?,-2%,16%,?,-20%,-6%,?
Cn1cc(CNC(=O)C2CCC(=O)N(Cc3ccc(Cl)cc3)C2)cn1 (configuration not stated),-6,3%,-1%,12%,-4%,-3%,5%,.,-8%,0%[9.26 µM],0%
C=CCOc1ccccc1CNCCc1ccc(S(N)(=O)=O)cc1,1,-15%,4%,-4%,-27%,1%,3%,2%,-11%,3%,0%
CC(=O)c1ccc(N(C(=O)Cc2c[nH]c3ccccc23)C(C(=O)NC2CCCCC2)c2cccs2)cc1 (configuration not stated),4,10%,?,23%,-18%,14%,?,-1%,0%,0%,?
Cc1ccccc1N(CC(=O)NC1CCCCC1)C(=O)CCC(=O)Nc1nccs1,-3,2%,-4%,32%,-16%,-1%,-5%,-5%,-9%,-2%,3%

# Next results:
SMILES,Giardia kill,Gal4-VP16 FLuc,Rab9 prom act,RORg inh,Menin MLL FP TR,NPC1 prom act,p53 reactivator,PKM2 activator,BRCA1 expr up,ELG1 genotox,FLuc counter
COC1CCN(C(=O)C2CCC(=O)N(CCc3cccc(F)c3)C2)CC1 (configuration not stated),13,-2%,25%,7%,.,0%,?,-1%,11%,18%,-19%
O=C(NCc1ccco1)C(c1ccccc1F)N(CC1CCCO1)C(=O)Cn1nnc2ccccc21 (configuration not stated),-9,2%,1%,13%,-25%,-3%,1%,-2%,-6%,-4%,1%
CC1(C)CNC(=O)c2sc(NC(=O)c3ccccc3Cl)nc2C1,4,0%,-2%,?,-3%,1%,3%,0%,-7%,0%,-22%
CCOc1ccc(OCCCCN(C)C)cc1,28,3%,-1%,-23%,-1%,0%,0%,0%,6%,2%,2%
O=C(C1CC(c2cccc(Br)c2)=NO1)N1CCc2ccccc2C1 (configuration not stated),4,9%,-2%,?,13%,-4%,-3%,0%,11%,3%,-9%
COc1ccc(NC(=O)Cn2cnc3sc(C)c(S(=O)(=O)N4CCOCC4)c3c2=O)cc1Cl,5,-10%,-2%,15%,23%,-3%,4%,0%,-15%,-21%,-17%

# Gathered by group, the compounds so far containing a Cl atom (7)
SMILES,Giardia kill,Gal4-VP16 FLuc,Rab9 prom act,RORg inh,Menin MLL FP TR,NPC1 prom act,p53 reactivator,PKM2 activator,BRCA1 expr up,ELG1 genotox,FLuc counter
CS(=O)(=O)N(CC(=O)NCCSCc1c(F)cccc1Cl)c1cccc([N+](=O)[O-])c1,3,-2%[10 µM],-5%,29%,8%,-7%,-10%,2%,-10%,-7%,0%
O=C(c1ccc(F)cc1)C1CCN(C(=S)Nc2ccccc2Cl)CC1,-4,-10%,-2%,2%,8%,-9%,3%,6%,-11%,-3%,7%
O=C(NCCc1ccccc1)C1CCCN1C(=O)Nc1cccc(Cl)c1 (configuration not stated),-9,-5%,-2%,2%,1%,-3%,-1%,0%,1%,3%,0%
Cc1[nH]cnc1CSCc1ccc(Cl)cc1,3,?,4%,?,-12%,-2%,?,4%,0%,-1%,?
Cn1cc(CNC(=O)C2CCC(=O)N(Cc3ccc(Cl)cc3)C2)cn1 (configuration not stated),-6,3%,-1%,12%,-4%,-3%,5%,.,-8%,0%[9.26 µM],0%
CC1(C)CNC(=O)c2sc(NC(=O)c3ccccc3Cl)nc2C1,4,0%,-2%,?,-3%,1%,3%,0%,-7%,0%,-22%
COc1ccc(NC(=O)Cn2cnc3sc(C)c(S(=O)(=O)N4CCOCC4)c3c2=O)cc1Cl,5,-10%,-2%,15%,23%,-3%,4%,0%,-15%,-21%,-17%

# Source: PubChem BioAssay (National Center for Advancing Translational Sciences (NCATS))
